High-throughput results (PubChem BioAssay)
West Nile virus CPE: West Nile virus antiviral activity, cell-based, CPE readout (AID 1621); West Nile virus-infected cells, CPE inhibition; higher % means a stronger effect; CPE inhibition, % at 10 µM, or IC50 in µM where a hit was titrated; 290,000 compounds, 0.02% hits; in the data active = a potency from the dose series; inconclusive = CPE inhibition mostly from about 3.7% at the one dose, without a potency; inactive = the rest, 99 in 100 with CPE inhibition below about 2.2%; also: strong numbers were not always called active
Large T inhibition: TAg ATPase/helicase activity blockers – biochemical (AID 1903); SV40 large T antigen ATPase/helicase inhibition assay; higher % means a stronger effect; one-dose inhibition, % at 20 µM; IC50 in µM for titrated hits; 310,000 compounds, 0.39% hits; in the data active = a potency from the dose series; inconclusive = inhibition mostly from about 32% at the one dose, without a potency; inactive = the rest, 99 in 100 with inhibition below about 32%; also: strong numbers were not always called active
GPR35 antagonists: inhibition of zaprinast-stimulated GPR35 beta-arrestin translocation – imaging, U2OS, beta-arrestin-GFP, zaprinast agonist, primary screen (AID 2058); U2OS GPR35 beta-arrestin-GFP translocation imaging, zaprinast antagonism; higher % means a stronger effect; inhibition, % at 10 µM, or IC50 in µM where a hit was titrated; 290,000 compounds, 0.052% hits;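 active = inhibition of at least 50% with at least 30 cells and total cytoplasm GFP at most 10,000,000; inconclusive = under 30 cells or total GFP of 10,000,000 plus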
Salmonella PhoP GFP: PhoP-dependent GFP reporter repression – Salmonella Typhimurium, primary screen (AID 1863). 300,000 compounds, 0.16% hits. inhibition, % at 50 µM; hits with a dose series show IC50 in µM. S. Typhimurium PhoP-regulated promoter GFP reporter, 4 h; higher % means a stronger effect;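 active = inhibition over 29.93%, a cutoff 3 SD above the screen mean, later confirmed by dose response; inconclusive = inhibition over 29.93% but no dose response follow-up; inactive = inhibition at most 29.93% or unconfirmed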;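 also: 0% = low Mg2+ inducing control and 100% = high Mg2+ repressing control; strong numbers were not always called active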
RSV antiviral HEp-2: RSV antiviral activity via CPE protection, HEp-2 cells, primary 10 µM value included (AID 2391); HEp-2 cells, RSV-induced CPE inhibition; higher % means a stronger effect; CPE inhibition, % at 10 µM; hits with a dose series show IC50 in µM; 310,000 compounds, 0.13% hits; in the data active = a potency from the dose series; inconclusive = CPE inhibition mostly from about 23% at the one dose, without a potency; inactive = the rest, 99 in 100 with CPE inhibition below about 21%; also: strong numbers were not always called active
Rac1 GTP hydrolysis: MgcRacGAP GTPase-activating activity inhibitors, confirmation, biochemical, ADP Hunter fluorescence; MgcRacGAP-stimulated Rac1 GTP hydrolysis, ADP Hunter fluorescence; higher % means a stronger effect; GST-tagged Rac1 F28L mutant substrate; AID 624330; 340,000 compounds, 0.6% hits; one-dose inhibition, % at 30 µM; IC50 in µM for titrated hits;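 active = first-screen hits whose inhibition reached a set limit at any dose in the follow-up dose series; inconclusive = inhibition above the set first-screen limit but never retested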;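 also: fluorescence reports GDP produced by GAP-driven GTP hydrolysis; strong numbers were not always called active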
CSM14.1 death rescue: protection against thapsigargin-triggered cell killing – 384-well, CSM14.1, ATP luminescence, primary screen (AID 1222); CSM14.1 thapsigargin-induced death rescue, ATP luminescence; higher % means a stronger effect; cellular ATP content (survival), % at 20 µM, or EC50 in µM where a hit was titrated; 190,000 tested, under 10 active;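 active = EC50 below 50 µM in the dose-response confirmation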;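 also: death triggered by thapsigargin at about 15 µM added after 2 h compound pretreatment; cell ATP read after overnight thapsigargin exposure of roughly 18 to 22 hours; normalized against plate controls of thapsigargin alone and 5% DMSO vehicle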
LYP inhibition: inhibitors of LYP phosphatase, biochemical, fluorescence intensity, uHTS (AID 1779) | recombinant LYP phosphatase, fluorescence intensity; higher % means a stronger effect | one-dose inhibition, % at 11.5 µM; IC50 in µM for titrated hits | 290,000 compounds, 0.054% hits; in the data active = inhibition above about 50%;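 also: plate controls were vehicle with enzyme for no effect and no enzyme for full effect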
Dengue-2 NS5 capping: flavivirus cap methylation enzyme inhibition – biochemical, confirmation dose response, primary screen (AID 588689). Dengue-2 NS5 methyltransferase capping enzyme assay, biochemical; higher % means a stronger effect. inhibition, % at 25 µM, or IC50 in µM where a hit was titrated. 340,000 compounds, 0.3% hits; in the data active = a potency from the dose series; inconclusive = inhibition above about 29% without an active follow-up result
Dengue-2 NS5 capping pilot replicate: further read-out of Dengue-2 NS5 capping, marked with its call; inhibition, %; measured here: pilot screen replicate inhibition
Starred values were filed as active, the others as inactive; ? = inconclusive; / = no result given.

SMILES | West Nile virus CPE | Large T inhibition | GPR35 antagonists | Salmonella PhoP GFP | RSV antiviral HEp-2 | Rac1 GTP hydrolysis | CSM14.1 death rescue | LYP inhibition | Dengue-2 NS5 capping | others
Cc1ccc(S(=O)(=O)N2CCN(C(=O)CCn3nc(C)c(C)c3C)CC2)cc1 | -0.2% | -6% | 18% | 1% | -0.2% | 5% | / | -13% | 5%
COc1ccc(NC(=S)NCCN2CCC(C)CC2)cc1 | 0.4% | 8% | -9% | 6% | -0.9% | -9% | 2.6% | -3% | -12%
COc1ccc2[nH]c3c(=O)n(Cc4ccc(C(=O)N5CCC(C(N)=O)CC5)cc4)c(=S)[nH]c3c2c1 | 0.4% | 23% | 8% | -1% | 3.4% | 61µM* | / | 1% | -10%
Cc1ccc(C)c(-n2c(SCC(=O)O)nc3sc4c(c3c2=O)CCCC4)c1 | 0.6% | 0% | 6% | -3% | 0.4% | -1% | / | -3% | 7%
CO/N=C/c1ccc(Sc2ccccc2N)c([N+](=O)[O-])c1 | 0.4% | 1% | 13% | 9% | ? | 7% | -0.6% | 2% | 2%
O=C(Cn1nc(-c2cccc(Cl)c2)ccc1=O)Nc1ccc(C(=O)NC2CC2)cc1 | 0.0% | 18% | -8% | -7% | 8.8% | 4% | 1.0% | -6% | -3%
O=C(CN1CCN(c2ccccc2)CC1)Nc1ccccc1Sc1ccccc1 | -0.6% | 12% | 6% | -17% | 22% | 5% | -0.8% | 4% | 3%
COC(=O)c1cc(C(=O)NCCN2C(=O)S/C(=C\c3cccs3)C2=O)cc([N+](=O)[O-])c1 | -0.1% | 8% | -1% | -4% | 2.6% | 5% | -2.3% | -7% | 0%
COc1ccc(NC2CC(=O)N(c3ccc(C(=O)O)cc3)C2=O)cc1 (stereo not drawn) | -0.2% | 19% | -3% | -7% | -0.8% | 9% | 0.1% | -4% | -3%
CCOC(=O)C1CCCN(C(=O)c2cnn3c(C(F)F)cc(-c4ccc(C)cc4)nc23)C1 (stereo not drawn) | 0.1% | 12% | -7% | -11% | 6.4% | 5% | -2.7% | -4% | -1%
O=C(CC1C(=O)NCCN1Cc1c(F)cccc1Cl)NC1CCCC1 (stereo not drawn) | 0.4% | 24% | 16% | 0% | 0.9% | 8% | -0.2% | -3% | -5%
COc1cc(NC(=O)Nc2cccc(C(C)=O)c2)cc(OC)c1OC | 0.6% | 21% | -25% | 10% | -0.5% | 0% | -2.7% | 1% | 3% | Dengue-2 NS5 capping pilot replicate=-0.9
CCN(CC)c1ccc(/C=C2\CCC(/C=C(\C#N)C(=O)Nc3ccccc3F)=C2N2CCOCC2)cc1 | -1.1% | 8% | 9% | 2% | / | 6% | 0.5% | 2% | -29%
CC(NC(=O)COC(=O)/C=C/c1ccc([N+](=O)[O-])cc1)c1ccccc1 (stereo not drawn) | -0.6% | -3% | 8% | -3% | 0.1% | 6% | -1.1% | 5% | 1%
Cc1ccc(CNC(=O)COC(=O)CCOc2ccc(C)cc2)cc1 | / | 13% | / | 0% | -1.3% | 9% | / | / | 0%
CCNC(=O)COC(=O)c1cc(C)n(-c2ccccc2)c1C | -0.8% | -4% | 8% | 1% | 0.1% | 6% | 0.0% | -4% | -2%
O=C(Nc1nnc(C2=COCCO2)o1)c1ccc(F)cc1 | 0.7% | 3% | 2% | -10% | -0.6% | 5% | / | -6% | 4%
COCC(=O)N1CCCc2ccccc21 | 0.8% | 4% | 2% | -2% | -0.2% | -1% | -1.0% | -5% | -5%
Cc1cc(C)c(NC(=O)CS(=O)CC(=O)NC2CCCc3ccccc32)c(C)c1 (stereo not drawn) | -0.6% | 9% | 7% | -6% | 1.4% | 8% | 3.6% | -5% | -5%
O=C(c1cccc(C(F)(F)F)c1)C1CCCN(C(=O)CCCn2cncn2)C1 (stereo not drawn) | -0.6% | 9% | 6% | -11% | 3.5% | 5% | -0.3% | -8% | -6%
Cc1csc(NC(=O)CSc2nc(=O)n(CCN(C)C)c3c2CCCC3)n1 | / | 8% | / | -4% | -2.2% | 10% | / | / | -6%
NC(=O)c1cc(S(=O)(=O)N2CCc3ccccc3C2)cs1 | -0.6% | 0% | -8% | 1% | 0.3% | 9% | / | -8% | -3%
Cc1cccc(NC(=O)CCC(=O)N/N=C/c2ccco2)c1C | 0.0% | 9% | 1% | 12% | 1.7% | 8% | -1.5% | -1% | 1%
O=[N+]([O-])c1ccc(S(=O)(=O)N2CCN=C2SCc2cccnc2)cc1 | 1.9% | 0% | 13% | -6% | 1.9% | 11% | -0.3% | -8% | 4%
O=C(Nc1ccc(NC(=O)c2ccc(Cl)cc2Cl)cc1)c1cccs1 | 0.1% | 2% | 5% | 11% | 2.8% | 5% | / | -9% | -4%
O=C(CN1C(=O)c2ccccc2C1=O)NCc1ccccn1 | / | 24% | 3% | -1% | 0.6% | 3% | -2.2% | -2% | -10%
CC1(C)CC(=O)C2=C(C1)Nc1[nH]n(-c3ccccc3)c(=O)c1C2c1ccc2c(c1)OCO2 (stereo not drawn) | -0.1% | 28% | 10% | -5% | / | 8% | 2.0% | -3% | 9%
O=c1cc(-c2ccccc2)nc2n1Cc1ccccc1-2 | -0.3% | 10% | 9% | -5% | 5.2% | 0% | 0.7% | -3% | 1%
CN(CCCNC(=O)c1nn(C)c2c1CS(=O)(=O)c1ccccc1-2)Cc1ccccc1 | 0.0% | -2% | 4% | -2% | -1.6% | 3% | / | -7% | -1%
O=C(CSc1nn(-c2ccc(F)cc2)c(=S)s1)NC(=O)NCc1ccco1 | 0.0% | 7% | 2% | -3% | 9.1% | 4% | 1.4% | 0% | -1%
O=C(OC1CCOC1=O)c1ccc2ccccc2n1 (stereo not drawn) | 0.1% | 0% | -9% | -2% | -1.1% | 7% | -2.2% | -4% | 4%
CCC(=O)NC(Nc1sc2c(c1C(=O)OC)CCCC2)(C(F)(F)F)C(F)(F)F | -0.1% | 7% | -2% | -2% | 0.9% | -6% | -0.3% | -8% | -8%
O=C(CCC(=O)c1ccc(F)cc1)Nc1cccc(S(=O)(=O)Nc2cccc(Cl)c2)c1 | -1.0% | 21% | 2% | 6% | 7.6% | 1% | -0.3% | 0% | -2%
CCC(=O)Nc1cc(C(=O)NCC2CCCN2CC)c(OC)cc1N(C)C (stereo not drawn) | 0.0% | 19% | 6% | -9% | -0.1% | 4% | / | 1% | -9%
CCCCOC(=O)c1cc(Cl)c(O)c(OC)c1 | 0.2% | 12% | 5% | 1% | 4.7% | 13% | / | -1% | 7%
COc1ccc(/C=N/NC(=S)Nc2ccccc2[N+](=O)[O-])cc1O | 0.4% | 22% | -10% | 12% | 1.8% | 18% | -9.3% | -3% | -3%
O=C(NCc1ccccc1)C1C2C=CC3(CN(Cc4cccnc4)C(=O)C13)O2 (stereo not drawn) | 0.4% | 11% | 5% | 7% | 1.7% | 6% | -1.3% | -6% | -7%
O=C(Nc1ccccc1C(=O)N1CCOCC1)C1CCC(=O)N1C1CCCC1 (stereo not drawn) | -0.2% | 0% | -5% | 10% | 1.0% | 5% | / | -2% | -9%
O=C(Nc1ccc2c(c1)OCCO2)c1c[nH]c(=O)n(-c2ccc(F)c(Cl)c2)c1=O | -0.3% | -1% | -1% | -2% | 6.2% | 4% | / | -2% | 1%
CCN1C(=O)[C@H]2[C@@H](c3ccc(C)cc3)N3C(=O)N(c4ccccc4)C(=O)[C@@]3(C)[C@H]2C1=O | -0.1% | 12% | 8% | -8% | 1.6% | 12% | / | -12% | -2%
Cc1c(N2C(=O)/C(=C/c3cccc4ccccc34)SC2=S)c(=O)n(-c2ccccc2)n1C | -0.3% | / | / | / | 1.6% | 15% | / | / | -3%
O=C(NCc1ccccc1)c1ccc(OC2CSC2)cc1 | 3.0% | -2% | 3% | -15% | 0.0% | 6% | / | -1% | -7%
O=C(Nc1ccc(S(=O)(=O)N2CCOCC2)cc1)c1ccc([N+](=O)[O-])s1 | / | 4% | / | 0% | 4.5% | 5% | / | / | 1%
Cc1nc(C)c(C(=O)N/N=C/c2ccco2)s1 | 0.0% | 6% | 3% | 1% | 2.7% | -2% | -1.7% | 3% | 1%
COc1ncnc2c1oc1nc(C(C)C)c3c(c12)CC(C)(C)OC3 | 0.2% | 0% | -1% | -4% | 1.6% | 6% | 3.5% | -9% | -5%
O=C(O)c1cccc(S(=O)(=O)NCCC(c2ccccc2)c2ccccc2)c1 | 1.2% | 7% | -20% | -5% | 1.6% | -7% | 2.8% | 1% | 9%
Cc1cc(S(=O)(=O)N2CCOCC2)c(C)s1 | -0.5% | -3% | -14% | 3% | 3.4% | 1% | / | -12% | -5%
CCn1cc(C(C)NC(=O)Nc2ccc3c(c2)OCO3)c(C)n1 (stereo not drawn) | 0.2% | 7% | -6% | -3% | 7.4% | 3% | 1.4% | -4% | -22%
O=C(O)c1cccc2c1C(=O)N(C1CCCC1)C2 | -0.6% | 9% | -2% | 4% | 1.9% | 4% | / | -6% | -12%
COc1ccc2c(c1)CCc1c(C(=O)Nc3c(C)nn(Cc4ccccc4)c3C)noc1-2 | 0.0% | 6% | -3% | 7% | 5.2% | -13% | -1.1% | -2% | -2%
COC(=O)C1=C[C@@H](C(=O)OC)[C@@H]2C3=C(C(=O)[C@@]2(C)NC(=O)c2ccccc2)[C@H](c2ccccc2)[C@@H]2C(=O)NC(=O)[C@@H]2[C@@H]3C1 | -0.4% | 3% | / | / | 0.1% | 3% | / | / | 6%
COCCNC(=O)c1c(N)sc2c1CCCC2 | -0.3% | 9% | 11% | -6% | 0.5% | / | 0.2% | 1% | /
COCCSc1nnc(NC(=O)C(C)(C)C)s1 | 0.2% | 2% | -2% | 3% | 2.3% | 8% | -0.2% | -5% | -10%
Cc1ccc2nc3n(c(=O)c2c1)CCCCC3 | 0.1% | 3% | 10% | -1% | 1.6% | 4% | -0.9% | -5% | -6%
O=C(CSc1ccc(Cl)cc1)Nc1ccc(C2SCCS2)cc1 | -0.5% | 7% | 8% | -6% | 0.7% | -8% | / | 2% | -4%
CC(OC(=O)c1ccccc1Nc1ccc(SC(F)F)cc1)C(N)=O (stereo not drawn) | -1.9% | 1% | -10% | 14% | 5.2% | 6% | 10% | 0% | -5%

An unsorted share of the library. Share with any hit: about 1.5%.
